# Screening data: PubChem, several laboratories
# p-CIP stab down = lowers stability of the mouse p/CIP coactivator protein. Q05BA5. F442A p/CIP-EGFP cells, EGFP fluorescence, 16 h. decrease of EGFP signal, % at 10 µM. 0.01% of 290,000 active;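 active means EGFP signal decrease of at least 30% at 10 µM or well 3 SD below plate mean, unless failing retest; inactive means the rest, including hits failing retest or dose response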; further: some compounds called inactive have numbers as strong as hits; many of its hits are not listed in these tables
# HCV NS3 hel inh = HCV NS3 helicase inhibition | NS3 helicase DNA unwinding, Cy5 molecular beacon fluorescence | inhibition, % at 10.9 µM | 0.56% of 290,000 active | AID 1800;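 active means inhibition above the mean of all tested compounds plus 3 SD, set per campaign, cut at about 35% in these data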;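 further: 0% = DMSO wells and 100% = thioflavine S control wells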
#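 Assay system – hepatitis C virus NS3 helicase domain fragment enzyme · Buffer or medium – MOPS pH 6.5, MgCl2, DTT, Tween20, BSA · Reagent – Cy5/quencher beacon DNA duplex and ATP to start · Compound – single 10.9 µM dose · Timing – 1 h at 25 °C · Technique – Cy5 beacon fluorescence read at start and 1 h · Measure – % inhibition of unwinding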
# SUMO HTRF inh = blocks human SUMOylation mediated by UBC9 | inhibition, % at 35 µM | 0.36% of 290,000 active | P63279 | AID 2006 | HTRF SUMOylation assay, SAE1/SAE2 + UBC9, in vitro; in the data active means inhibition above about 50%, passing the limit was not always enough; further: strong numbers were not always called active
# IDE act = boosts human insulin-degrading enzyme activity in HEK cells; 0.073% of 340,000 active; activation, % at 5.96 µM; FAbeta-B cleavage, fluorescence polarization; 0% vehicle, 100% cell-free pure enzyme wells;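 active means activation above the mean of all tested compounds plus 3 SD, set per screening campaign, cut at about 17% in these data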
# Target sequence (P14735 whole entry, looked up): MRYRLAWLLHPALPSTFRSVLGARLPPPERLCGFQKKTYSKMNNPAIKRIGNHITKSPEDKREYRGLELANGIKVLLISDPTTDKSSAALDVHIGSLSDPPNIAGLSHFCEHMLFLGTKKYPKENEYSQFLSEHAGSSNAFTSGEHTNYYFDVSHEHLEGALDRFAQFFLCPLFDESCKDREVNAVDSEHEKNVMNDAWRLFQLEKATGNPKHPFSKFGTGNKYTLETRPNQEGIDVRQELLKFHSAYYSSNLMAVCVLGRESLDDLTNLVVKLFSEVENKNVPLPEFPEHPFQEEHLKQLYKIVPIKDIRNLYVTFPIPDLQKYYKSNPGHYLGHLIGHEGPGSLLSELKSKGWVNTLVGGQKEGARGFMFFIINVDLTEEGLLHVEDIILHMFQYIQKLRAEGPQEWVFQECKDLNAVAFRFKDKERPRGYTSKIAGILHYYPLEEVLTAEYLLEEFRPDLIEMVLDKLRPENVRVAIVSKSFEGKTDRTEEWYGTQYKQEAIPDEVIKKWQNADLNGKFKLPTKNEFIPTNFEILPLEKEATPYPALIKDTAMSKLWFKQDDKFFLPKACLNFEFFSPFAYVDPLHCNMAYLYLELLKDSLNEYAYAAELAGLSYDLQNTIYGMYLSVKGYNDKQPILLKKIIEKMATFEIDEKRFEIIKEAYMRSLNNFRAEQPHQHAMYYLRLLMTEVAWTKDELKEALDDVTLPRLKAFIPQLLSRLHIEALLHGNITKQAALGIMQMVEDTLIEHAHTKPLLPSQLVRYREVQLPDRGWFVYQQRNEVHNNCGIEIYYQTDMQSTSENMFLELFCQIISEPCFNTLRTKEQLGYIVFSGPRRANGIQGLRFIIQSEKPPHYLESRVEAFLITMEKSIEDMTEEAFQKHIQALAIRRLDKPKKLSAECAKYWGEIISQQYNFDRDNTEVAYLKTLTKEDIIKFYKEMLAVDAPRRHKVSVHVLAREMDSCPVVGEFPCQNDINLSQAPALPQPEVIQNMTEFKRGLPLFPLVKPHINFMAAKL
# IDE cell inh = cellular human IDE inhibition; P14735; HEK cells, FAbetaB cleavage, fluorescence polarization; inhibition, % at 5.59 µM; 0.41% of 320,000 active; AID 434962;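 active means percent inhibition above the average of all tested compounds plus 3 SD, set per screening campaign, cut at about 16% in these data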;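 further: IDE supplied by intact live HEK cells; FP after avidin binding of uncleaved biotin substrate so inhibition keeps polarization high; 0% = DMSO wells and 100% = 60 µM reference IDE inhibitor Ii1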
# VIM-2 inhibitor = inhibitors of Pseudomonas aeruginosa VIM-2 metallo-beta-lactamase. 0.89% of 290,000 active. inhibition, % at 5.6 µM. AID 1527. purified VIM-2, nitrocefin hydrolysis, epi-absorbance fluorescence;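 active means inhibition above the mean of all tested compounds plus 3 SD, cutoff set per screening run, cut at about 7.5% in these data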;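 further: red hydrolysis product quenches plate fluorescence so inhibitors raise well fluorescence; 0% = enzyme with DMSO and 100% = DMSO without enzyme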
# IMP-1 inhibitor = inhibitors of Pseudomonas aeruginosa IMP-1 metallo-beta-lactamase; 0.45% of 290,000 active; purified IMP-1, nitrocefin hydrolysis, epi-absorbance fluorescence; inhibition, % at 5.6 µM;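 active means inhibition above the mean plus 3 SD of all compounds in the same screening run, cut at about 4.5% in these data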;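 further: 0% = IMP-1 with DMSO and 100% = DMSO wells lacking enzyme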
#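 assay system = purified recombinant IMP-1 metallo-beta-lactamase enzyme | schedule = 15 min preincubation plus 25 min reaction at 25 °C | signal = Epi-absorbance fluorescence, 480 nm excitation, 530 nm emission | read-out basis = percent inhibition from optical density relative to buffer-blank wells | controls = IMP-1 with DMSO as 0%, enzyme-free DMSO as 100%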
# GalR3 antagonist = antagonists of human GalR3 | O60755 | HEK293 GalR3-CNG cAMP membrane potential fluorescence; galR3 body fused to GalR1 C-terminus | AID 651719 | inhibition, % at 3 µM | 0.44% of 360,000 active;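 active means inhibition above the screen-wide average plus 3 SD, cut at about 13% in these data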;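 further: forskolin and galanin both at EC90 stimulate the cells; cAMP rise reported by CNG channel membrane potential dye signal; 0% = forskolin plus galanin with DMSO and 100% = forskolin alone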
# CRFBP-R2 block = antagonists of CRF-binding protein/CRF-R2 receptor complex; inhibition, % at 11.8 µM; HEK293 CRF-R2/CRF-BP, CRF-induced calcium fluorescence; 0.59% of 350,000 active;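 active means inhibition of the ligand-induced calcium signal above about 50% at the single tested concentration, limit read from the data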
# * hit, by the source's call; nt = not tested or not shown. Not a hit list; about 3.2% have a hit in one of these screens.
entry	SMILES	p-CIP stab down	HCV NS3 hel inh	SUMO HTRF inh	IDE act	IDE cell inh	VIM-2 inhibitor	IMP-1 inhibitor	GalR3 antagonist	CRFBP-R2 block
1	CC(C)NC(=S)N/N=C1\CCCc2ccccc21	-6	-9	8	-4	-9	-5.3	-3.8	1	-8
2	CCC/C(=N\NC(=O)C1CCCC1)c1ccccc1	3	10	31	2	-6	-2.9	-1.1	1	-5
3	COCCCn1c(=S)[nH]c2sc3c(c2c1=O)CCCS3	0	26	-9	5	-2	-3.1	3.4	-5	-6
4	Cc1cc(SCC(=O)c2ccccc2)nc(C)n1	-14	3	12	1	0	-2.7	1.5	1	26
5	O=C(CNC(=O)c1cccs1)N/N=C/c1cccc(Cl)c1	-7	28	4	1	-2	-0.5	-0.3	2	19
6	O=C(COC(=O)c1ccccc1[N+](=O)[O-])Nc1cccnc1Cl	nt	nt	nt	1	3	nt	nt	-4	-8
7	O=C(Nc1ccccc1)N1CCC(O)(c2cccc(C(F)(F)F)c2)CC1	-1	-3	6	-2	3	0.1	-1.1	-6	-6
8	c1ccc2sc(NC3=NCN(C4CCCCC4)CN3)nc2c1	4	-5	-18	4	-1	-1.4	1.4	nt	-13
9	COCCN(C(=O)CCCC(=O)Nc1ccccn1)C(C(=O)NC1CCCC1)c1ccc(C)cc1 (centres undefined)	0	-2	-2	3	-2	0.3	-0.1	-5	9
10	COc1cc(NS(=O)(=O)c2cc(C(=O)N3CCN(C(C)=O)CC3)ccc2OC)cc(OC)c1	0	0	3	-4	2	-2.5	-1.1	-2	7
11	O=C(Cn1cncn1)c1ccc(Cl)cc1	2	7	24	0	5	-4.5	-1.7	-7	-2
12	CCN(CC(=O)NCCc1ccccc1)S(=O)(=O)c1ccc(C)cc1	-9	6	4	4	5	-3.1	-4.1	1	-1
13	COc1ccc(CN(C)C(=O)CCN=C2NS(=O)(=O)c3ccccc32)c(OC)c1	nt	nt	nt	4	1	nt	nt	-3	-6
14	CS(=O)(=O)N(CC(=O)Nc1ccc2c(c1)OCO2)Cc1ccc(Cl)cc1	-2	-5	-8	6	6	-3.3	-3.3	5	9
15	CCOc1ccccc1/C=N/NC(=O)c1nnn(-c2nonc2N)c1CN1CCC(C)CC1	5	-1	25	5	-1	-2.0	-3.5	-8	2
16	COc1ccc(-c2cc(C(F)(F)F)n3nc(C(=O)NCCN4CCOCC4)cc3n2)cc1	-4	9	44	2	8	5.8	-2.0	-3	23
17	COc1cc(C(C2C(=O)CC(C)(C)CC2=O)C2C(=O)CC(C)(C)CC2=O)cc(OC)c1OC	-6	-2	4	-2	-11	-0.6	-0.9	-11	15
18	COc1ccc(OC)c(S(=O)(=O)NCc2cc(-c3ccccc3)no2)c1	-9	2	-4	-1	2	1.3	0.0	-2	-8
19	O=C(COCc1ccccc1)N[C@@H](Cc1ccc(O)cc1)C(=O)O	-3	3	-1	5	-4	-0.8	-2.4	-3	4
20	COc1ccc(/C=C2\SC(N)=NC2=O)cc1	-1	1	4	7	nt	-1.8	-2.3	-13	11

# (next part)
entry	SMILES	p-CIP stab down	HCV NS3 hel inh	SUMO HTRF inh	IDE act	IDE cell inh	VIM-2 inhibitor	IMP-1 inhibitor	GalR3 antagonist	CRFBP-R2 block
21	CCCCCOCC1CC(C/C(C)=N/Nc2nc(-c3ccccc3)cs2)C(=O)O1 (centres undefined)	-1	10	7	-7	2	-3.7	-2.5	0	0
22	CC(Cc1ccccc1)NC(=O)c1cc2ccccc2o1 (centres undefined)	7	2	-2	-3	8	-2.3	-4.6	-1	12
23	CN(CC(=O)N1CCOCC1)S(=O)(=O)c1ccc2ccccc2c1	-4	8	4	3	4	-1.2	-2.7	-8	9
24	COc1ccc(-c2cc(-c3ccc(OC)cc3)nc(-c3ccc4c(c3)NC(=O)CO4)c2)cc1	-9	1	-2	3	-2	-2.5	-4.7	4	7
25	O=C(CC(Sc1n[nH]c(-c2ccccc2)n1)c1ccccc1)NCc1ccccc1 (centres undefined)	-2	-3	-8	-2	2	0.6	-3.2	-2	-4
26	CC(C)(C)NCC(O)COc1ccc(Br)cc1 (centres undefined)	2	-1	-2	5	2	-0.9	-1.5	-7	-25
27	CCC(=O)N1CCc2cc(S(=O)(=O)CCC(=O)NCc3cccc(OC)c3)ccc21	-1	1	-4	0	0	-2.4	-2.1	-6	-1
28	Cc1cccc(N2CCN(C(=O)c3ccc(-n4cncn4)c([N+](=O)[O-])c3)CC2)c1C	-2	-3	-6	0	1	-2.9	-1.5	-1	-2
29	CC(C)(C)NC(=S)NC(=O)C12CC3CCC(CC(C3)C1)C2	-4	16	-17	3	3	-1.1	-3.9	-2	-30
30	CCc1ccc(N(CC(=O)NC(C)(C)CC)C(=O)CCC(=O)Nc2nccs2)cc1	2	-3	-9	2	4	-2.4	-2.2	-1	-6
31	Cc1ccc(CCNC(=O)CCn2c(=O)c3cccn3c3ccc(F)cc32)cc1	-11	-10	23	4	0	-0.6	-2.0	-9	-9
32	CCOC(CNc1ncnc2c1cnn2C)OCC	-13	2	6	0	0	-1.5	0.8	0	0
33	O=c1[nH]c(CN2CCN(C/C=C/c3ccccc3)CC2)nc2ccccc12	-6	-3	-4	1	-4	-3.3	0.8	-8	-2
34	O=C(O)CCNc1ccc(NCCC(=O)O)c2c1C(=O)c1ccccc1C2=O	-13	60*	-99	1	1	3.8	0.3	-10	-9
35	Cc1ccccc1OCCC(=O)NNC(=O)c1ccccc1F	nt	nt	nt	4	0	nt	nt	-6	-3
36	CC(=O)/C=C1\N(C)c2ccc(C)cc2C1(C)C	1	0	12	4	2	-4.4	-2.6	0	-10
37	Cc1ccc2nc(Nc3ccc4[nH]c(=O)[nH]c4c3)c(-n3nc(C)cc3C)nc2c1	-5	7	21	2	-1	-0.3	-4.7	1	-50
38	CCN(CC)S(=O)(=O)c1ccc2oc(Nc3ccc(OC)cc3)nc2c1	-10	-22	-6	1	1	1.5	-2.8	-8	-1
39	COc1ccc(OC)c(N(CC(=O)Nc2ccc(NC(C)=O)cc2)S(C)(=O)=O)c1	2	2	3	0	3	-3.1	-2.4	-2	13
40	CC1CCCCC1NC(=O)/C(C#N)=C/C=C/c1ccccc1[N+](=O)[O-] (centres undefined)	1	-1	-4	3	1	-2.2	-2.5	-1	-17

# Part of the list above in order of molecular weight, lowest first:
entry	SMILES	p-CIP stab down	HCV NS3 hel inh	SUMO HTRF inh	IDE act	IDE cell inh	VIM-2 inhibitor	IMP-1 inhibitor	GalR3 antagonist	CRFBP-R2 block
22	CC(Cc1ccccc1)NC(=O)c1cc2ccccc2o1 (centres undefined)	7	2	-2	-3	8	-2.3	-4.6	-1	12
26	CC(C)(C)NCC(O)COc1ccc(Br)cc1 (centres undefined)	2	-1	-2	5	2	-0.9	-1.5	-7	-25
29	CC(C)(C)NC(=S)NC(=O)C12CC3CCC(CC(C3)C1)C2	-4	16	-17	3	3	-1.1	-3.9	-2	-30
35	Cc1ccccc1OCCC(=O)NNC(=O)c1ccccc1F	nt	nt	nt	4	0	nt	nt	-6	-3
40	CC1CCCCC1NC(=O)/C(C#N)=C/C=C/c1ccccc1[N+](=O)[O-] (centres undefined)	1	-1	-4	3	1	-2.2	-2.5	-1	-17
23	CN(CC(=O)N1CCOCC1)S(=O)(=O)c1ccc2ccccc2c1	-4	8	4	3	4	-1.2	-2.7	-8	9
38	CCN(CC)S(=O)(=O)c1ccc2oc(Nc3ccc(OC)cc3)nc2c1	-10	-22	-6	1	1	1.5	-2.8	-8	-1
34	O=C(O)CCNc1ccc(NCCC(=O)O)c2c1C(=O)c1ccccc1C2=O	-13	60*	-99	1	1	3.8	0.3	-10	-9
37	Cc1ccc2nc(Nc3ccc4[nH]c(=O)[nH]c4c3)c(-n3nc(C)cc3C)nc2c1	-5	7	21	2	-1	-0.3	-4.7	1	-50
31	Cc1ccc(CCNC(=O)CCn2c(=O)c3cccn3c3ccc(F)cc32)cc1	-11	-10	23	4	0	-0.6	-2.0	-9	-9
28	Cc1cccc(N2CCN(C(=O)c3ccc(-n4cncn4)c([N+](=O)[O-])c3)CC2)c1C	-2	-3	-6	0	1	-2.9	-1.5	-1	-2
21	CCCCCOCC1CC(C/C(C)=N/Nc2nc(-c3ccccc3)cs2)C(=O)O1 (centres undefined)	-1	10	7	-7	2	-3.7	-2.5	0	0
39	COc1ccc(OC)c(N(CC(=O)Nc2ccc(NC(C)=O)cc2)S(C)(=O)=O)c1	2	2	3	0	3	-3.1	-2.4	-2	13
30	CCc1ccc(N(CC(=O)NC(C)(C)CC)C(=O)CCC(=O)Nc2nccs2)cc1	2	-3	-9	2	4	-2.4	-2.2	-1	-6
24	COc1ccc(-c2cc(-c3ccc(OC)cc3)nc(-c3ccc4c(c3)NC(=O)CO4)c2)cc1	-9	1	-2	3	-2	-2.5	-4.7	4	7

# More records
entry	SMILES	p-CIP stab down	HCV NS3 hel inh	SUMO HTRF inh	IDE act	IDE cell inh	VIM-2 inhibitor	IMP-1 inhibitor	GalR3 antagonist	CRFBP-R2 block
41	N=c1c(C(=O)NC2CCCC2)cc2c(=O)n3ccccc3nc2n1CCCN1CCOCC1	-7	9	24	2	3	2.3	-4.4	-9	-24
42	Cc1ccc(S(=O)(=O)N(C)C)cc1NC(=O)c1cc(=O)c2ccccc2o1	3	1	6	5	6	-0.8	-4.9	-7	0
43	NC(=O)N/N=C/c1c(F)cccc1F	-8	-18	-1	5	5	-2.6	-2.8	-4	-1
44	COCCN(Cc1ccccc1)C(=O)c1cc(-c2ccc(OC)c(OC)c2)nc2ccccc12	1	-16	24	7	-2	-2.7	-0.2	3	-4
45	CC(=O)N1CCC(N(CCN2CCOCC2)C(=S)Nc2cc(C)ccc2C)CC1	-7	11	3	2	0	-2.2	-4.4	-3	-4
46	O=C(Nc1ccnn1C1CCN(Cc2ccc(CO)o2)CC1)c1ccccc1	15	-5	6	7	-1	1.7	2.2	-1	3
47	COc1cc(C2C(C#N)=C(C)NC3=C2C(=O)CC(C)(C)C3)ccc1O (centres undefined)	-7	-5	-15	6	3	-1.4	-1.5	-1	17
48	COc1ccc(NC(=O)CCC(=O)N/N=C/c2ccc([N+](=O)[O-])s2)cc1	-2	8	12	4	1	-2.6	-3.6	-9	12
49	COc1cccc(C(=O)Nc2nnc(C3CCCO3)s2)c1 (centres undefined)	5	-14	13	-2	-2	-1.7	-3.0	-1	-8
50	C/C(=N\NC(=O)c1ccco1)c1ccc(C(=O)O)s1	-8	5	1	5	-2	-2.9	-2.1	-3	-2
51	CC(=O)c1c(C)[nH]c(=S)c(C#N)c1-c1ccc(F)cc1	4	3	12	2	5	-4.4	-3.5	3	0
52	Cc1cc(OC(=O)c2ccc(OC(C)C)cc2)c([N+](=O)[O-])c(=O)[nH]1	0	11	11	2	4	-2.6	-1.7	-7	-12
53	N#CC(C#N)=C1NC(N)=C(C#N)C(c2ccccc2)=C1C#N	0	10	16	2	1	-1.7	23*	-1	nt
